Compound activity as filed in PubChem BioAssay.
V-ATPase pH – yeast V-ATPase proton transport regulation by pHLuorin | hit rate 0.37% among 350,000 | response, % at 10 µM | S. cerevisiae, pHLuorin cytosolic pH fluorescence; in the data active = response mostly above about 7.3%, no sharp cut-off; inactive = mostly below about 5.4%; note: actives read high; inactives centre near 0; some compounds called inactive have numbers as strong as hits; reference of the scale not given here
CAL PDZ FP-1 – blocks peptide binding to the human CAL PDZ domain; hit rate 0.92% among 300,000; purified CAL PDZ, TMR-peptide fluorescence polarization, 1 h; Q9HD26; inhibition, % at 24.9 µM; AID 602252;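 active = mean inhibition of at least 30% with at least half of replicates also reaching 30%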;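 note: 0% = DMSO neutral control and 100% = excess unlabeled competitor peptide PRC23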
Tat export inh – inhibitors of E. coli Tat protein transport; E. coli MC4100 TorA-mCherry Tat export, fluorescence; inhibition, % at 10 µM; hit rate 0.036% among 340,000; AID 488895;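 active = mean replicate inhibition at least 50% and at least half of replicates individually reaching 50%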;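 note: exported cargo escapes ClpAP degradation while cytoplasmic cargo is degraded and loses fluorescence; 0% = median of neutral control wells and 100% = median of NaSCN control wells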
cardiac RTF act – increases calcium sensitivity of human cardiac regulated thin filaments | P19429+P45379 | IANBD-labeled TnC RTF fluorescence at EC20 calcium; 0% EC20 calcium, 100% full calcium | hit rate 0.24% among 340,000 | activation, % at 7.2 µM;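 active = activation above the mean over all tested compounds plus 3 SD, cut at about 30% in these data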;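 note: rise in fluorescence read as greater calcium sensitivity of cardiac thin filaments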
Wnt bcat act – Wnt/beta-catenin pathway activation; Wnt/beta-catenin reporter cell assay, activator, plate reader; activation, % at 9.35 µM; hit rate 1.2% among 300,000; in the data active = activation above about 30%, passing the limit was not always enough;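 note: 0% = neutral control wells and 100% = positive control wells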
CDK5 inh – CDK5/p35 (human) kinase inhibition; Q00535+Q15078; Recombinant CDK5/p35, ADP-Glo luminescence, 60 min; inhibition, % at 10 µM; hit rate 0.01% among 330,000; AID 488839;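 active = highest replicate inhibition of at least 50% and at least 75% of replicates reaching 50%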;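 note: plate controls were DMSO neutral control for no effect and GW8510 at 10 µM for full effect; many of its hits are not listed in these tables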
Target sequence (Q00535 whole entry, looked up): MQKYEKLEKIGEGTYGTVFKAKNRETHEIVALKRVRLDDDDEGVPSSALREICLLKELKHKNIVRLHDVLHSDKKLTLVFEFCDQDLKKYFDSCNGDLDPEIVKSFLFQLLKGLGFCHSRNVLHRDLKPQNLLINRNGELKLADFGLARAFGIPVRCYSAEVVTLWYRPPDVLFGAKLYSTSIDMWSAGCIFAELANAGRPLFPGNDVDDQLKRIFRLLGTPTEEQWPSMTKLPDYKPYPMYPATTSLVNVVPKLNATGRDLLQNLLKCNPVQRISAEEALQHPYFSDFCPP
Target sequence (Q15078 whole entry, looked up): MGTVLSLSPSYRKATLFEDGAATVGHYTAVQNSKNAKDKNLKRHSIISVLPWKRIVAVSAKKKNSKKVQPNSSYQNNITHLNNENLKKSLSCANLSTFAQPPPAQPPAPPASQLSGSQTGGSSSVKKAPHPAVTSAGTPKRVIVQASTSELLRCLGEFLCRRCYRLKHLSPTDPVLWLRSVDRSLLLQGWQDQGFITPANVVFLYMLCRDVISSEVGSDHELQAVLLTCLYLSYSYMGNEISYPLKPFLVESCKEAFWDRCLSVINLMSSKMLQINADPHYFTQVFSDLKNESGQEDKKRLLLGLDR
dFosB activator – enhances mouse delta FosB homodimer DNA binding; P13346; purified delta FosB, TAMRA-CDK5 oligo fluorescence polarization; percent of positive-control signal above neutral wells; hit rate 0.99% among 340,000; activation, % at 25 µM;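 active = mean activation above about 17%, with every replicate also reaching it, limit read from the data, passing the limit was not always enough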;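 note: fluorescence polarization rise as delta FosB binds a TAMRA Cdk5 AP-1 oligo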
Rtt109 HAT inh – inhibitors of Candida albicans Rtt109/Vps75 histone acetyltransferase; purified Rtt109/Vps75, ThioGlo CoA-SH fluorescence, 4 h; AID 540336; hit rate 0.16% among 330,000; inhibition, % at 34.9 µM; Q5AAJ8;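 active = inhibition of at least 50% in every replicate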
Target sequence (Q5AAJ8 whole entry, looked up): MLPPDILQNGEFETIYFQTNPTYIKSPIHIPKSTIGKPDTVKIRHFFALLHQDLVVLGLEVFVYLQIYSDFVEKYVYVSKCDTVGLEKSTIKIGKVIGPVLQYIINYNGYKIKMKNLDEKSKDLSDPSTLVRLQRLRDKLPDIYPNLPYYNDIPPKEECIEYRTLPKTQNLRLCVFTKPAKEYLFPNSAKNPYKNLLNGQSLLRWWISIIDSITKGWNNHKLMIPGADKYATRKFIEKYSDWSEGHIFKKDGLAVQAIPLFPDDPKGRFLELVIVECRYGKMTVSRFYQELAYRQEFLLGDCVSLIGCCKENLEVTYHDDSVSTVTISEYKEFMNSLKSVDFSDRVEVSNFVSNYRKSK
CAL PDZ FP-2 – blocks peptide binding to human CAL PDZ domain | Q9HD26 | hit rate 0.02% among 330,000 | purified CAL PDZ, TMR-peptide fluorescence polarization, 1 h | AID 504414 | inhibition, % at 20 µM;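 active = highest replicate inhibition of at least 40%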;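 note: plate controls were DMSO neutral control wells for no effect and unlabeled competitor peptide control wells for full effect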
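material = purified tagged CAL PDZ domain construct (CerCALP) | compound dosing = 20 µM, one dose | times = 1 h at RT | measured by = fluorescence polarization from S- and P-plane intensities, G-factor corrected | read-out = inhibition from polarization loss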
MITF act – MITF TRPM1 promoter activation in melanoma cells. SK-MEL-5 TRPM1-promoter luciferase, 24 h; % of positive control, neutral wells = 0. activation, % at 12.5 µM. hit rate 0.75% among 300,000. AID 588334;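 active = mean activation of at least 80% with every replicate also reaching 80%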;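 note: 0% = neutral control wells and 100% = parthenolide positive control wells; values of inactives mirror those of a sister screen read the other way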
* marks the source's active call; other numbers are inactive results; x = no result given.

SMILES	V-ATPase pH	CAL PDZ FP-1	Tat export inh	cardiac RTF act	Wnt bcat act	CDK5 inh	dFosB activator	Rtt109 HAT inh	CAL PDZ FP-2	MITF act
CCCCN(CCCC)CCCNC(=O)C1CC(c2cc(C(F)(F)F)cc(C(F)(F)F)c2)=NO1 (stereo unspecified)	0	1	23	-3	-1	1.7	4	3	-0.3	3
COc1cc(/C=C2\CCn3c2nc2cc(C(=O)O)ccc2c3=O)ccc1OC(F)F	1	10	-3	2	-1	0.2	-30	-10	-0.8	0
c1cncc(-c2cccnc2)c1	1	-2	-7	5	x	-2.3	5	3	-0.4	x
COc1ccc(COC(=O)CCS(=O)(=O)c2ccc(C)cc2)cc1F	-2	4	1	-1	0	0.6	3	-2	-0.1	9
O=C(O)CN1C(=O)C2C3CC(C2C1=O)C1C(c2ccc(F)cc2)c2sc(=O)[nH]c2SC31 (stereo unspecified)	0	-2	1	1	1	-0.1	-5	-15	-2.7	8
O=C(NCc1cccnc1)NC(C(F)(F)F)C(F)(F)F	-3	-3	-4	0	x	0.1	-3	-3	-1.5	-2
CCn1ncc(Br)c1C(=O)N(C)C12CC3CC(CC(C3)C1)C2	-1	-2	-9	-1	x	-0.3	-5	0	-0.2	-10
Cc1cc(O)c(C(C)C)cc1NS(=O)(=O)c1ccccc1	-1	1	-8	-2	-3	0.9	4	-3	-0.1	2
O=C(O)/C=C\c1cn(-c2ccccc2)nc1-c1cc2ccccc2o1	-2	-1	-1	-2	26	-2.2	-20	11	-5.7	16
CCCn1nnc(NC(=O)c2cc3ccccc3o2)n1	-1	1	-6	-6	12	-0.6	-6	7	-2.0	71
CC(O)c1nc2ccccc2n1C(C)c1ccccc1 (stereo unspecified)	0	9	12	1	-2	-0.8	-5	-4	-0.7	x
O=C(COc1ccccc1)Nc1nnc(-c2ccc(F)cc2)o1	-1	x	2	-2	0	-0.6	-10	-3	-0.5	-1
CC(C)NC(=O)NNc1c(Cl)cncc1Cl	1	x	-7	x	-3	1.0	4	3	1.1	x
Cc1cc(C)c2c(N)c(C(=O)Nc3nccs3)sc2n1	-1	-1	2	-1	39*	-0.6	-8	-1	1.2	x
CCN(c1ccccc1)S(=O)(=O)c1ccc(C(=O)Nc2ccccc2OC)cc1	-1	-7	5	-3	-2	-0.6	-14	-6	0.2	-9
CCCCC(=O)NC(=S)Nc1ccccc1C(=O)Nc1ccccc1	-1	-1	2	-3	x	2.5	7	-4	-2.3	13
Nc1ncnc2c1ncn2CCN1CCOCC1	1	x	4	2	x	0.7	7	-7	-1.0	10
CCOC(=O)N1CCN(C(=O)c2cccc(NS(=O)(=O)c3ccc(F)c(F)c3)c2)CC1	7	-2	-1	0	-2	-1.2	-5	-1	-0.8	-2
Cc1ccc(S(=O)(=O)N(CCC(=O)O)Cc2ccc(Cl)cc2)cc1	1	-2	-1	6	0	-2.4	-2	1	-0.2	7
COc1ccccc1CNC(=O)CSc1ccc(-c2ccccn2)nn1	-4	1	-8	-2	-1	-0.7	-5	12	-1.2	3
COc1ccc(OC)c(S(=O)(=O)N2CCCC(C(=O)N3CCCC3)C2)c1 (stereo unspecified)	-3	-1	-1	-6	-1	0.6	-8	8	-3.7	-8
O=C1C(Cl)=C(N2CCCCCC2)C(=O)N1c1ccccc1Cl	3	1	6	-3	1	0.2	-1	-3	-0.5	5
COC1CCC2(C)C(=CCC3C4CC(O)CC4(C)CCC32)C1 (stereo unspecified)	-1	x	3	-3	1	-0.4	-4	4	-0.6	-6
O=C(CCSc1ccc(Cl)cc1)NC1CCCCC1	13*	-4	-6	-1	x	-1.4	-6	5	-0.9	3
C/C(CC(=O)Nc1ccc(N(C)C)cc1)=N\NC(=O)C(=O)NCc1ccccc1	-2	-4	1	2	0	1.9	-3	-1	1.0	-5
OCC1(Cc2ccccc2C(F)(F)F)CCN(Cc2ccncc2)CC1	1	1	11	0	-12	0.4	1	-4	0.0	-18
COc1cc(CN2CCNC(=O)C2CC(=O)NC2CCCC2)cc(OC)c1 (stereo unspecified)	-1	-2	5	0	-1	-0.7	-5	-7	-0.8	-6
COc1cc(C(=O)Nc2nnc(SCC(=O)NCC3CCCO3)s2)cc(OC)c1OC (stereo unspecified)	-7	-3	-3	4	3	0.1	-16	-1	-2.5	-12
Cc1ccc2oc(=O)n(CCCOc3ccccc3)c2c1	-1	-1	-6	3	42*	-0.4	-12	0	-1.4	x
CN1C(=O)SC(Nc2ccccc2C(=O)O)C1=O (stereo unspecified)	3	-1	4	-4	-6	1.7	2	-8	-0.4	3
COc1ccc(C(=O)COC(=O)c2cc(C)no2)c(OC)c1	0	-3	-1	-2	-4	-0.9	-7	-2	0.5	x
CCOc1ccccc1CSc1nc2ccccc2[nH]1	2	-3	12	0	-1	-2.3	-13	-5	-1.0	-13
Cc1cccc(Cn2c(N3CCN(C)CC3)nc3c2c(=O)[nH]c(=O)n3C)c1	2	-1	1	2	-1	0.6	-2	-1	-0.5	x
c1ccc2nc(-c3nccs3)ccc2c1	-1	-1	-7	1	8	0.5	-14	13	-1.1	91*
CC(=O)N1CCN(Cc2nc3scc(-c4ccccc4)c3c(=O)[nH]2)CC1	-1	-1	-1	-4	-1	-0.3	3	-5	-2.7	1
CCOC(=O)C1CCN(C(=O)C(=O)c2cn(CC(=O)N3CCCCCC3)c3ccccc23)CC1	1	-3	-7	5	2	0.8	-12	2	-2.8	-14
COc1ccc(CSc2nnc(C)n2N)cc1	0	-1	2	2	-2	-0.8	-2	14	-0.9	-12
CCOC(=O)N1CCN(S(=O)(=O)N2CCCC(C(=O)NCCc3ccc(OCC)c(OCC)c3)C2)CC1 (stereo unspecified)	-1	0	1	-3	1	x	-5	-1	-0.7	1
c1ccc(CSc2ncnc3c2cnn3Cc2ccccc2)cc1	17*	-8	4	-1	-2	-1.1	-14	-1	-7.4	x
COCCN(C(=O)COC(=O)CCC1CCCC1)c1c(N)n(Cc2ccccc2)c(=O)[nH]c1=O	-1	0	2	-5	0	-0.2	1	-2	-1.7	4
O=C1CCCC/C1=C\Nc1ccc(S(=O)(=O)Nc2cnc3ccccc3n2)cc1	4	0	-8	2	1	0.7	-12	-13	-1.3	10
CN1C(=O)c2ccccc2OC1(C)Cc1ccccc1 (stereo unspecified)	1	14	-1	0	-2	1.1	-1	-3	-2.6	-1
COCC(C)NC(=O)c1ccc(N(C)C)cc1 (stereo unspecified)	-2	x	-7	-1	1	1.2	-3	0	0.4	16
Cc1ccc(CN(C(=O)c2c(F)cccc2F)C2CC(C)(C)NC(C)(C)C2)o1	-2	3	-3	2	x	-0.7	-11	-16	x	1
CC(C)(C)c1cc(CCC(=O)Nc2ccncc2)cc(C(C)(C)C)c1O	0	x	1	-3	-2	-0.2	-10	0	-0.2	7
CN(C)S(=O)(=O)Oc1ccsc1C(=O)Nc1ccc(Cl)c(Cl)c1	0	1	11	-6	-1	1.7	-6	-1	-1.6	3
Cc1ccc(C)c(S(=O)(=O)NC(C)C(=O)NCc2ccccn2)c1 (stereo unspecified)	3	-1	4	5	0	-2.2	1	-1	-4.9	10
Cc1ccc2cccc(OC(=O)/C=C\c3ccccc3)c2n1	-1	x	-4	0	0	-2.3	-7	-5	0.1	x
COCCNC(=O)c1ccc2c(=O)n(Cc3ccco3)c(SCC(=O)NC3CCCC3)nc2c1	-2	-4	-6	3	-2	1.8	-4	3	-0.6	3
Cc1ccc(S(N)(=O)=O)cc1NC(=O)C(c1ccccc1)c1ccccc1	4	-11	-10	4	0	-3.8	-4	-4	-2.9	x
Cc1cc(C)n(C(=O)CCCCCC(=O)n2nc(C)cc2C)n1	0	-2	-2	1	x	1.2	-1	-6	0.1	-5
Cc1c(C(=O)NN2CCN(C)CC2)cccc1[N+](=O)[O-]	-2	-4	-4	-4	-1	0.2	-5	1	-0.9	-3
Cc1cc(=O)[nH]c2c3ccccc3nn12	2	1	-11	-4	-1	0.7	1	2	0.5	3
Cc1ccc(/C=N\Nc2cn[nH]c(=O)c2Cl)cc1	0	1	-2	-5	-3	4.9	9	-24	-2.3	34
Cc1ccc(OCCNC(=O)c2ccc(C)cc2)cc1	13	-2	13	2	13	0.1	-3	-10	-1.3	45
O=C(NCc1ccccc1)C(c1cccnc1)N(Cc1ccco1)C(=O)c1ccccn1 (stereo unspecified)	5	-1	-3	-5	x	1.1	-3	-15	-0.7	0
Cc1ccc(S(=O)(=O)Cc2ccc(C(=O)N3CCN(c4cccc(C)c4C)CC3)o2)cc1	3	0	16	8	-5	0.8	-1	10	0.5	-3
Cc1nnc(SCC(=O)N(C)c2ccccc2)n1Cc1ccccc1	-4	-8	5	-3	0	0.3	0	1	-0.5	-21
CC(C)(C)c1ccccc1NC(=S)NC1CCCCC1	0	11	4	-4	-3	0.0	x	-2	2.0	8
CN(CC(=O)Nc1ccc(Cl)cc1)C(=O)Cc1c(F)cccc1Cl	2	16	-3	2	0	-3.6	-4	-2	-0.1	-7
The list goes on.
SMILES	V-ATPase pH	CAL PDZ FP-1	Tat export inh	cardiac RTF act	Wnt bcat act	CDK5 inh	dFosB activator	Rtt109 HAT inh	CAL PDZ FP-2	MITF act
CCCn1c(SCC(=O)NCc2ccccc2)nnc1-c1ccncc1	2	3	5	3	-1	0.0	3	22	-1.9	-5
CCCC[C@@H]1CNC(=S)N1CCc1cccc(F)c1	7	-1	-1	3	-4	-0.3	-1	-1	0.1	-3
COc1cc(/C=N/Nc2nc3ccccc3[nH]2)ccc1O	5	2	3	6	-2	12	-3	0	3.3	55
O=C(COc1ccc2ccccc2c1)Nc1ccc(Cc2ccncc2)cc1	-49	0	-2	11	-2	-1.2	-10	22	-3.0	-19
O=C(NCc1cccnc1)C1CCN(S(=O)(=O)c2cc(Cl)ccc2Cl)CC1	2	-4	-5	-4	-1	-1.4	-4	12	-2.8	1
COc1ccc(CN2CCN(c3nc4ccccc4s3)CC2)cc1	-3	-6	-6	-7	2	-0.7	6	-6	-1.9	x
COc1ccc(CCNC2CC(=O)N(CCc3ccccc3)C2=O)cc1OC (stereo unspecified)	0	-1	-7	-2	42*	0.4	1	-5	-2.7	4
O=C(Cc1cccs1)NCCN1CCOCC1	2	-3	-4	-2	x	-2.7	-3	-5	0.6	-14
CC(C1CC1)N(Cc1ccccc1)C(=S)Nc1cccc(C(F)(F)F)c1 (stereo unspecified)	2	6	3	-4	-3	-0.2	1	-5	0.2	-13
Cc1[nH]c2ccccc2c1Cc1n[nH]c(=S)n1C	-8	3	-7	2	0	1.7	-3	-9	1.1	-6

Entries of single compounds, looked up by structure. Values in the order: V-ATPase pH	CAL PDZ FP-1	Tat export inh	cardiac RTF act	Wnt bcat act	CDK5 inh	dFosB activator	Rtt109 HAT inh	CAL PDZ FP-2	MITF act
Listed for COc1cc(CN2CCNC(=O)C2CC(=O)NC2CCCC2)cc(OC)c1 (stereo unspecified) → -1	-2	5	0	-1	-0.7	-5	-7	-0.8	-6
Listed for Nc1ncnc2c1ncn2CCN1CCOCC1 → 1	x	4	2	x	0.7	7	-7	-1.0	10
Listed for CC(C1CC1)N(Cc1ccccc1)C(=S)Nc1cccc(C(F)(F)F)c1 (stereo unspecified) → 2	6	3	-4	-3	-0.2	1	-5	0.2	-13
